VP16 counter: VP16 counterscreen qHTS for inhibitors of ROR gamma transcriptional activity; Drosophila S2 Gal4-VP16 UAS-luciferase, luminescence, 20 h; Potency, µM (titrated, usually from 53.6 µM), without a hit: at the top dose activity, negative = inhibition, hits mostly inhibitors; actives 3.5% (n = 310,000); AID 2546, 2010;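 note: Gal4-VP16 expression switched on by copper sulfate through the metallothionein promoter; % is set by controls: 0 for no effect and ±100 for the full control effect; nearly all actives have a fitted effect of over 50% in size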
RORgamma inh: qHTS for inhibitors of ROR gamma transcriptional activity. Drosophila S2 Gal4-RORgamma UAS-luciferase reporter, 20 h. Nuclear receptor ROR-gamma (Mus musculus), P51450. Potency, µM (series often up to 53.6 µM), for inactives: top-dose activity change, negative = inhibition, most hits filed as inhibitors. AID 2551, 2010. actives 5.4% (n = 310,000); note: % is set by controls: 0 for no effect and ±100 for the full control effect; nearly all actives have a fitted effect of over 60% in size
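Read-out: Photinus luciferase luminescence; inhibitors lower reporter signal. Insect Schneider cells with Gal4-ROR gamma fusion under metallothionein promoter, UAS reporter; 700 uM final copper sulfate induction, 20 hr, ambient temperature.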
FLuc counter: qHTS profiling assay for firefly luciferase inhibitor/activator using purifed enzyme and Km concentrations of substrates (counterscreen for miR-21 project). Potency, µM (highest dose often 57.5 µM), inactives show at the highest dose activity change, negative = inhibition, usual class: inhibitors. Luciferin 4-monooxygenase (Photinus pyralis), P08659. purified FLuc, Km substrates, luminescence inhibition. actives 6.9% (n = 360,000);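 note: plate controls were vehicle for no effect and reference inhibitor for full effect; nearly all actives have a fitted effect of over 55% in size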
Target sequence (P08659 whole entry, looked up): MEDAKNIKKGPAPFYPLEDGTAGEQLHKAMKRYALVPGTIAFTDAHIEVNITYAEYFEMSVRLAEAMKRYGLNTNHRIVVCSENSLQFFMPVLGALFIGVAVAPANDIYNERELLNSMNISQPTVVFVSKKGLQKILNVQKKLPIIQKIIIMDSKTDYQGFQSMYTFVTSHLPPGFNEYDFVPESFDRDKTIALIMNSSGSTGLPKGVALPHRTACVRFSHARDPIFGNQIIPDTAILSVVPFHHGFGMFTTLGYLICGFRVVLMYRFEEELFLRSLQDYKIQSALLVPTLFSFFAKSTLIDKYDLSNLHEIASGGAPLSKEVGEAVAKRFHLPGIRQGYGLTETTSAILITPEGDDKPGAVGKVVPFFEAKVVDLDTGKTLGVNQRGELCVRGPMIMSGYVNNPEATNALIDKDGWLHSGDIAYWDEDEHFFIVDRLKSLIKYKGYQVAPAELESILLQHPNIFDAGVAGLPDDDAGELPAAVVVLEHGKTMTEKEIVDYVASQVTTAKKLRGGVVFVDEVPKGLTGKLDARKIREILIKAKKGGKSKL
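Biochemical qHTS of compounds, final roughly 60 µM downward over six points, against 10 nM purified firefly luciferase using Km concentrations of substrates (10 uM D-luciferin, 10 uM ATP) in Tris acetate pH 7.5 buffer; luminescence output.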
p53 reactivator: qHTS assay for re-activators of p53 using a Luc reporter; H1299 p53-A138V BP100-luciferase reporter, luminescence, 24 h; Potency, µM (series often up to 92.2 µM), for the others: at the highest dose activity change, positive = activation, actives largely listed as activators; actives 0.063% (n = 320,000); note: % of control where 0% means no effect; nearly all actives have a fitted effect of over 45% in size
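p53-null H1299 cells stably carrying temperature-sensitive p53-A138V and a BP100-luciferase reporter were pinned with compounds (4-point, 1:5 series) and held 24 hrs at 37 deg C. Luminescence was read 10 min after detection reagent.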
MBNL1-CUG inh: qHTS Assay for Inhibitors of MBNL1-poly(CUG) RNA binding; Muscleblind-like protein 1 (Homo sapiens), Q9NR56; TR-FRET MBNL1-His/biotin-(CUG)12 binding, 665/545 ratio; Potency, µM (highest dose often 57.5 µM), for the others: at the top dose activity change, negative = inhibition, hits mostly inhibitors; actives 0.036% (n = 280,000); active = well fitted inhibition curve with a large enough effect in the signal ratio, with a control signal flat, not every such curve was filed as active; inconclusive = small, poorly fitted or top-dose-only effect, or effect the other way, or a change in a side signal; inactive = no such curve, though single readings can be large or run the other way; the % refers to the signal ratio; note: % is set by controls: 0 for no effect and ±100 for the full control effect
Target sequence (Q9NR56 whole entry, looked up): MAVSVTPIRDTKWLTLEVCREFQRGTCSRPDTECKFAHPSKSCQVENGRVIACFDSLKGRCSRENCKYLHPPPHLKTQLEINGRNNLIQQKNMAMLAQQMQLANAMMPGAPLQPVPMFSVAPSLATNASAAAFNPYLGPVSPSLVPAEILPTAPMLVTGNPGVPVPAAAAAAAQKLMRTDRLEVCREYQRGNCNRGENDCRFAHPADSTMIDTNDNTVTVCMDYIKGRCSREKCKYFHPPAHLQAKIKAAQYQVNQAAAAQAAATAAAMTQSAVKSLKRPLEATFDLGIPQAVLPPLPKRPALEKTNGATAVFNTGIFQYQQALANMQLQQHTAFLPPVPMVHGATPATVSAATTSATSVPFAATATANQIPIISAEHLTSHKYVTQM
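TR-FRET between His-tagged MBNL1 and biotin-(CUG)12 RNA, detected with Tb anti-His antibody (0.055 ng/ul) and streptavidin-XL665 (5 nM), 60 min at room temperature. Compounds titrated 92 nM to 58 uM; 665/545 nm ratio normalized to buffer and complex controls.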
uPA generation: qHTS for Inhibitors of Cell Surface uPA Generation | actives 0.31% (n = 330,000) | cell surface uPA generation assay, qHTS | Potency, µM (doses to about 38.3 µM), for the others: at the top dose activity change, negative = inhibition, most hits filed as inhibitors; active = well fitted inhibition curve with a large enough effect; inconclusive = small, poorly fitted or top-dose-only effect; inactive = no such curve, though single readings can be large or run the other way; tested in mouse RAW 264.7 cells; note: % is set by controls: 0 for no effect and ±100 for the full control effect; nearly all actives have a fitted effect of over 55% in size
Rab9 prom act: qHTS Assay for Rab9 Promoter Activators; AID 485297, 2010; Huh7 Rab9 promoter-luciferase reporter, luminescence, 24 h; actives 2.8% (n = 320,000); Potency, µM (top dose mostly 9.22 µM), for the others: top-dose activation, negative = inhibition, usual class: activators; note: % of control where 0% means no effect; nearly all actives have a fitted effect of over 60% in size
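Luciferase signal after 10 min detection reagent at ambient indicates Rab9 promoter upregulation; stably transfected Huh7 cells were treated 24 h with compound in DMSO at 37 °C, 5% CO2.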
NPC1 promoter act: qHTS Assay for NPC1 Promoter Activators. Huh7 NPC1 promoter luciferase reporter, 24 h. Potency, µM (series often up to 9.22 µM), for the others: at the highest dose activation, actives largely listed as activators. actives 2.4% (n = 320,000). AID 485313, 2010;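 note: % of control where 0% means no effect; nearly all actives have a fitted effect of over 60% in size; reporter is driven by a mutant NPC1 promoter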
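Stably transfected Huh7 (NPC1 promoter→luciferase), 1500 cells/well in Opti-MEM + 10% FBS, 2 h settle, then compound 24 h at 37 °C. Luminescence after 10 min with Amplite reagent.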
ELG1 genotoxic: qHTS screen for small molecules that induce genotoxicity in human embryonic kidney (HEK293T) cells expressing luciferase-tagged ELG1. HEK293T ELG1-luciferase reporter, luminescence, 16 h. Potency, µM (doses to about 46 µM), without a hit: at the highest dose activity change, positive = activation, hits mostly activators. actives 1.3% (n = 330,000); note: % of control where 0% means no effect; nearly all actives have a fitted effect of over 60% in size
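HEK293T cells expressing luciferase-tagged ELG1 were treated with compound or DMSO for 16 hr at 37°C. Luciferase activity was then read after 30 min with ONE-Glo at room temperature; rising signal flags genetic stress.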
BRCA1 expr up: qHTS Assay to Identify Small Molecule Activators of BRCA1 Expression; MCF7-BRCA1-FFLuc reporter, luminescence, 48 h; response scale: scaled: vehicle 0%, 10 µM genistein 100%; Potency, µM (titrated, usually from 46.1 µM), for the others: at the highest dose activation, hits mostly activators; actives 1.1% (n = 380,000); note: nearly all actives have a fitted effect of over 80% in size; some results filed as inactive show a strong effect at the top dose
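48 h compound treatment of MCF7-BRCA1-FFLuc cells (phenol-red free MEM, 37 °C), then 15 min with luciferase substrate and luminescence imaging.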
* hit, by the source's call; ? = inconclusive; / = no result given; & = joins results of further samples; [ ] = remark or other dose. Unless noted, calls come from the whole dose curve; as a rule, active = well fitted curve in the direction sought with a large enough effect; inconclusive = small, poorly fitted or top-dose-only effect, or another doubt; inactive = no such curve, though single readings can be large; an effect the other way counts as inactive or inconclusive. Potency is the fitted concentration of half-maximal effect.

The line under a structure holds: Rab9 prom act, ELG1 genotoxic, BRCA1 expr up, VP16 counter, p53 reactivator, MBNL1-CUG inh, FLuc counter, NPC1 promoter act, RORgamma inh, uPA generation
- C/C(=N\N1CCN(C)CC1)c1ccc(OC(F)F)cc1
→ -3%, 1%, 16%, -15%, 6%, -7%, -12%, -1%, 13%, 11%
- Cc1nc2nc(C)c(NS(=O)(=O)c3cccs3)c(=O)n2[nH]1
→ -3%, -3%, -7%, 7%, -3%, -12%, 2%, -1%, -3%, 0%
- Cn1c2c(c(=O)n(C)c1=O)C(NS(=O)(=O)c1ccccc1)(C(F)(F)F)C(=O)N2 (stereo not given)
→ 2%, -2%, -14%, -1%, -1%, -2%, -2%, -2%, -25%, -2%
- NC(=O)c1cc(NC(=O)c2ccc(NS(=O)(=O)c3cccs3)cc2)cc(C(N)=O)c1
→ 7%, 2%, 0%, -6%, 1%, -3%, 0%, -3%, 23%, 3%
- Cc1c(C(=O)c2ccccc2)c2ccccn2c1CCC#N
→ -2%, 6%, 20%, -14%, -4%, 28%, 4%, -4%, 1%, -3%
- CCC(C)NC(=O)Cn1cccc1C(=O)c1ccccc1 (stereo not given)
→ -6%, 0%, -9%, 0%, 5%, -10%, -2%, 0%, -3%, -6%
- CCCOC(=O)c1cccc(NC(=O)C(C)(C)C)c1
→ 0%, ?, 65%, 1%[0.365 µM], 11%, 1%, -1%, 4%, -17%, -3%
- CC1=NN(C(C#N)c2cccc([N+](=O)[O-])c2)C(C)(C)C1 (stereo not given)
→ -6%, 0%, -13%, -2%, 5%, /, 2%, -2%, 15%, -1%
- O=[N+]([O-])c1ccc(OCCN2CCCCCC2)cc1
→ 1%, -1%, -2%, -5%, -11%, 2%, 1%, -1%, -12%, -6%
- Cc1ccc(S(=O)(=O)N2CCN(CC(=O)N3CCCC3)CC2)c(C)c1
→ /, 0%, -8%, /, -2%, /, /, /, /, -11%
- CCCn1nnc(NC(=O)/C=C/c2ccccc2)n1
→ 25%, 8%, 23%, -8%, 5%, 7%, -20%, 11%, 31%, 3%
- CCCCCOC(=O)C1[C@H]2C(=O)N(c3ccccc3CC)C[C@]23C=C[C@H]1O3 (stereo not given in full)
→ -5%, 1%, 4%, -2%, 0%, -9%, 4%, 6%, -26%[10 µM], 2%
- S=C(NCc1ccccn1)Nc1ccc(Cl)c(Cl)c1
→ 12%[1.84 µM], 0%, 61%, 5µM*, ?, 4%, ?, 17%, 2.5µM*, -1%
- O=c1[nH]c(CSc2nnc(-c3cccnc3)n2C2CCCCC2)nc2ccccc12
→ -1%, -10%, 14%, 8%, -1%, -1%, 5%, -3%, 15%, 6%
- COc1ccc(-n2c(C)nnc2SCC(=O)N2C(C)CCCC2C)cc1 (stereo not given)
→ -13%, -9%, 3%, -15%, -8%, -15%, 4%, -4%, 3%, 3%
- CCOC(=O)c1c(NC(=O)Cc2cccs2)sc2c1CCCC2
→ -3%, 3%, -38%, 3%, 2%, 1%, -1%, 1%, -19%, 3%
- NC(=O)C(CC(=O)O)NC(=O)[C@@H]1CCCNc2c(I)cc([N+](=O)[O-])cc2C(=O)N[C@@H](CO)C(=O)N[C@@H](Cc2ccc(O)cc2)C(=O)N1 (stereo not given in full)
→ -9%, 1%, 11%, 1%, -8%, ?, -4%, 0%, -6%, 7%
- O=C(O)c1cccc(NC(=O)c2ccc3c(c2)C(=O)N(CC2CCCO2)C3=O)c1 (stereo not given)
→ 1%, 1%, 14%[1.84 µM], -30%, 3%, ?, 0.48µM*, 5%, 0.56µM*, 3%
- Cc1ccc2cc3cc(C(=O)N(CC(=O)NC4CCCC4)c4cccc(C)c4C)sc3nc2c1
→ -7%, -8%, -61%, -15%, -5%, 2%, -2%, -14%, 25%, -13%
- COc1cc(C)ccc1OCCCON1C(=O)CCC1=O
→ 3%, 12%, 3%, 0%, 2%, -17%, -17%, -1%, 1%, /
- COc1cccc(C(=O)Nc2cccc3c2ccc2cccn23)c1
→ -1%, 1%, -16%, 15%, 9%, 8%, -4%, -1%, 2%, -6%
- CC1Cc2ccccc2N1C(=O)CN1CCN(Cc2ccccc2)CC1 (stereo not given)
→ 5%, -3%, 21%, -1%, -8%, -5%, 2%, -1%, 1%, -27%
- CCOC(=O)C1CCN(C(=O)Cn2cc(C(=O)C3CC3)c3ccccc32)CC1
→ -1%, 0%, 3%, 2%, -3%, -6%, 1%[2.3 µM], 0%, -11%, -13%
- CS(=O)(=O)N(Cc1ccccc1)c1ccc(C(=O)N2CCN(c3cccc(Cl)c3)CC2)cc1
→ 0%, -13%, -58%, 15%, 2%, 6%, -2%, -1%, 33%, /
- COc1ccc2nc(NC(=O)c3cccc(-c4cc5ccccc5oc4=O)c3)sc2c1
→ ?, ?, -34%, 10µM*, 6%, /, ?, ?, 10µM*, 2%
- CCCN1C(=O)c2cc(C(=O)NCCc3cccc(C)c3)ccc2C1O (stereo not given)
→ 21%, 18%, 38%, 1%, 3%, -5%, -13%, 16%, 31%, 1%
- CCCC(=O)Nc1nc2nc(-c3ccccc3)cc(=O)n2[nH]1
→ 9%, -4%, -21%, -17%, -3%, -4%, -9%, 14%, 3%, 4%
- Cc1noc(C)c1CSCC(=O)Nc1nc2ccc(F)cc2s1
→ 1%, -1%, 2%, /, 2%, /, ?, 16%, /, 0%
- S=C1NCCOCCNC(=S)NCCOCCOCCOCCN1
→ -4%, 0%, -18%, -15%, -2%, 1%, 0%, 0%, 1%, -4%
- C=CCn1c(SCC(=O)NC2CCCCC2)nnc1-c1ccc(OC)cc1
→ -5%, -1%, -12%, -2%, 10%, 21%, -3%, 1%, 24%, 3%
- O=C(Cn1cnc2scc(-c3ccc(F)cc3)c2c1=O)NCC(c1ccco1)N1CCCC1 (stereo not given)
→ -1%, -2%, -17%, /, 11%, /, 4%, 0%, /, -5%
- COc1ccc2cc3cc(C(=O)N4CCN(c5ccccc5)CC4)oc3nc2c1
→ -1%, -1%, -10%, 11%, 1%, -5%, ?, -1%, 1%, 4%
- CCOC(=O)N1CCN(C(=O)CSc2ccc3nnc(-c4cccnc4)n3n2)CC1
→ -2%, -7%, -12%, -8%, -3%, -12%, -1%, -8%, 1%, 3%
- COc1cc(C(=O)N2CCN(S(=O)(=O)c3ccc(F)cc3)CC2)cc(OC)c1OC
→ 2%, 2%, -1%, -4%, 3%, -12%, 2%, -3%, -18%, /
- CC1(c2cc(C(F)(F)F)n3nc(C(=O)O)cc3n2)CC1
→ 1%, -2%, -3%, -4%, -11%, 6%, 0%, -5%, -10%, 0%
- O=C(NNC1CC(=O)N(c2ccc(Br)cc2)C1=O)c1cccs1 (stereo not given)
→ -2%, 1%, 0%, -1%, 4%, -1%, -2%, -2%, -23%, 1%
- COc1ccc(S(=O)(=O)N2CCN(C3CC4CCC3C4)CC2)cc1 (stereo not given)
→ -3%, -3%, -9%, -3%, 3%, -2%, 0%, -2%, 4%, 11%
- Cc1cc(C)nc(/N=C(\NC(=O)C(C)(C)C)Nc2ccccc2)n1
→ 2%, -1%, -24%, -4%, 0%, /, 9%, -3%, -35%, -1%
- CC(=O)Nc1ccc(S(=O)(=O)Nc2ccccc2N2CCOCC2)cc1Cl
→ 1%, -5%, -6%, 0%, 7%, -4%, 5%, -5%, 23%, -12%
- O=C(CCc1nnc(C2(c3ccc(Cl)cc3)CCC2)o1)N1CCCC1
→ ?, ?, ?, -1%, ?, 0%, 17µM*, ?, 32%, -3%
- Cc1ccsc1C(=O)NNC(=O)c1cccc(S(=O)(=O)N2CCCC2)c1
→ 2%, 0%, 31%, /, 1%, /, -18%, -3%, /, -2%
- CN(C)/C=C/C(=O)c1cccc(C(F)(F)F)c1
→ 3%, 4%, 17%, -3%, -7%, /, -7%, 6%, 21%, 1%
- CCC(CO)(CO)N(CC(=O)Nc1ccc(OC)cc1)CC(=O)Nc1ccc(OC)cc1
→ 0%, 5%, 12%, -3%, -4%, -5%, -1%, 5%, 11%, ?
- COc1ccc(Oc2c(Cl)cnn(-c3ccc(Cl)c(Cl)c3)c2=O)cc1
→ -8%, -48%[inhibitor], -59%, 0%[0.365 µM], -21%, 37%[activator], 6%, -7%, ?, -10%
- CC(C)(C)c1csc(NNC(=O)c2ccc(Br)cc2)n1
→ 7%, 9%, -56%, 2.8µM*, ?, 9%, ?, 14%, 1.3µM*, 4%
- COc1ccc(NC(=S)N(CCCN2CCCC2)Cc2cccs2)cc1
→ -1%, -1%, -25%, -5%, -21%, -20%, 0%, -1%, 3%, 0%
- COc1ccc2c(c1)O[C@H](c1ccc3c(c1)OCO3)[C@@H](OC(=O)N[C@H]1CCCc3ccccc31)C2=O
→ -3%, -1%, -36%, -9%&-4%, 21%, 10%, -11%, 1%, -1%&5%, 6%
- O=C(O)/C=C/C(=O)NNC(=O)c1cc(-c2ccccc2)n[nH]1
→ -2%, 0%, -14%, -6%, 0%, 0%, 11µM*, 1%, -21%, -7%
- COc1ccc(-c2cc3nc(CCl)[nH]c(=O)c3s2)cc1
→ ?, ?, -63%[inhibitor], 10µM*, ?, ?, 0.12µM*, ?, ?, -2%

Compound activity (PubChem BioAssay)
